CAL PDZ FP = CAL PDZ (human) peptide binding inhibition | inhibition, % at 24.9 µM | purified CAL PDZ, TMR-peptide fluorescence polarization, 1 h | 300,000 compounds, 0.92% hits | Q9HD26;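 active = mean inhibition of at least 30% with at least half of replicates also reaching 30%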;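 note: 0% = DMSO neutral control and 100% = excess unlabeled competitor peptide PRC23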
LANA DNA inh = KSHV C-LANA DNA binding inhibition; 340,000 compounds, 0.078% hits; inhibition, % at 9 µM; MBP-C-LANA/FAM-LBS DNA binding, fluorescence polarization;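 active = highest replicate inhibition at or above 60% at 9 µM, even if other replicates fall short; inactive = all replicates below 60% inhibition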;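 note: 0% = neutral control wells and 100% = 4 µM acridine orange control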
Keap1 Nrf2 FP = inhibitors of human Keap1-Nrf2 protein-protein interaction; Q14145; Keap1 Kelch-Nrf2 peptide fluorescence polarization, 1536-well; AID 504523; inhibition, % at 9.4 µM; 340,000 compounds, 0.15% hits; in the data active = inhibition above about 12%;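 note: human Keap1 Kelch domain with fluorescein labeled Nrf2 9mer peptide probe; 0% = neutral control wells and 100% = peptide positive control; higher means more block of Keap1 binding to Nrf2 peptide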
Target sequence (Q14145 whole entry, looked up, the tested form may be a part): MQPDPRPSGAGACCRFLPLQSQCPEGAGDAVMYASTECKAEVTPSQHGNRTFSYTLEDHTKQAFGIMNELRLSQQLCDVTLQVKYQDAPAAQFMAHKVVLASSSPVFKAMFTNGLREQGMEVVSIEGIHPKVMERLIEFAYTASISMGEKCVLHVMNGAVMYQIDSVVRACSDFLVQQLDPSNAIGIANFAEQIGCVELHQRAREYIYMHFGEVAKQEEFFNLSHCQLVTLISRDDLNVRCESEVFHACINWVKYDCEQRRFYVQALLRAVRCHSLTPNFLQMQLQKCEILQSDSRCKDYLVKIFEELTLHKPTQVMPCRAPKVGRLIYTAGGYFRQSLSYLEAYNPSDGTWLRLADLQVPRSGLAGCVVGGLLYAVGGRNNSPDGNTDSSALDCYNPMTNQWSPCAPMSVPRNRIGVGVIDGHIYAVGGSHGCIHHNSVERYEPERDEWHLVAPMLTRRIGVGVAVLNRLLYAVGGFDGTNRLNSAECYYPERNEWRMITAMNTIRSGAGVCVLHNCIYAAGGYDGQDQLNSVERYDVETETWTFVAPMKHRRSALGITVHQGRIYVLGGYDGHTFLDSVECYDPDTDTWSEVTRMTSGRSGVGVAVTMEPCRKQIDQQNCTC
HTR5A ag = activates human HTR5A in OPRM1-OPRD1 agonist counter-screen. HTR5A agonist assay, luminescence, cell-based. activation, % at 9.3 µM. 340,000 compounds, 0.61% hits; in the data active = activation mostly above about 9.5%, no sharp cut-off; inactive = mostly below about 7.6%;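 note: 0% = cells with vehicle only and 100% = reference agonist; strong numbers were not always called active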
Target sequence (P47898 whole entry, looked up): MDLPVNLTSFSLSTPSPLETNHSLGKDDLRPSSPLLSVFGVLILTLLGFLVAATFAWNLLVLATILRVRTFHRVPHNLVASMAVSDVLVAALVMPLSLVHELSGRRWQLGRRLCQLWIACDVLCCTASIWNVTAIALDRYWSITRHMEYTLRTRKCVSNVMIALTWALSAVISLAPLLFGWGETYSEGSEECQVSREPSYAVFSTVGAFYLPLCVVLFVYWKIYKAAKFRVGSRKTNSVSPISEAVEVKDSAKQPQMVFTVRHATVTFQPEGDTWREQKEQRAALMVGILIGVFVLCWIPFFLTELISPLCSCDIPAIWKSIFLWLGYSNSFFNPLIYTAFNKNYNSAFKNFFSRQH
MOR-DOR ag = OPRM1-OPRD1 heterodimerization agonism; cells, luminescence; activation, % at 9.3 µM; 340,000 compounds, 0.3% hits; P35372+P41143; in the data active = activation above about 18%;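 note: 0% = vehicle-treated cells and 100% = reference agonist; values of inactives mirror those of a sister screen read the other way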
RTF Ca sens inh = cardiac RTF calcium desensitization; P19429+P45379; IANBD-labeled cardiac RTF, Ca2+ fluorescence; inhibition, % at 7.15 µM; 340,000 compounds, 0.12% hits;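 active = inhibition above the mean inhibition of all tested compounds plus 3 SD, cut at about 17% in these data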;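 note: assay run at fixed EC70 calcium of 1.6 mM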
MOR-DOR inv ag = mu-delta opioid heterodimer inverse agonism. P35372+P41143. cell-based MOR-DOR heterodimer luminescence. inhibition, % at 9.3 µM. 340,000 compounds, 0.21% hits. AID 504357; in the data active = inhibition above about 22%, passing the limit was not always enough;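 note: 0% = cells with DMSO and 100% = wells without cells with DMSO; values of inactives mirror those of a sister screen read the other way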
V-ATPase pHluor = alters yeast V-ATPase proton transport; S. cerevisiae, pHLuorin cytosolic pH fluorescence; response, % at 10 µM; 350,000 compounds, 0.37% hits; AID 504577; in the data active = response mostly above about 7.3%, no sharp cut-off; inactive = mostly below about 5.4%; note: actives read high; inactives centre near 0; some compounds called inactive have numbers as strong as hits; reference of the scale not given here
cardiac RTF act = cardiac RTF calcium sensitization; P19429+P45379; IANBD-labeled TnC RTF fluorescence at EC20 calcium; 0% EC20 calcium, 100% full calcium; activation, % at 7.2 µM; 340,000 compounds, 0.24% hits;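 active = activation above the mean over all tested compounds plus 3 SD, cut at about 30% in these data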;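 note: rise in fluorescence read as greater calcium sensitivity of cardiac thin filaments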
HTR5A inv ctr = HTR5A inverse agonism, opioid heterodimer counter-screen; 340,000 compounds, 0.083% hits; HTR5A cell line, luminescence; AID 504634; inhibition, % at 9.3 µM; in the data active = inhibition mostly above about 23%, no sharp cut-off; inactive = mostly below about 18%;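 note: 0% = cells with DMSO and 100% = no-cell wells with DMSO; some compounds called inactive have numbers as strong as hits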
* hit, by the source's call; · = not tested or not shown.

SMILES | CAL PDZ FP | LANA DNA inh | Keap1 Nrf2 FP | HTR5A ag | MOR-DOR ag | RTF Ca sens inh | MOR-DOR inv ag | V-ATPase pHluor | cardiac RTF act | HTR5A inv ctr
CC(C)n1c(CN2CCN(C(=O)c3ccco3)CC2)nc2c1c(=O)n(C)c(=O)n2C | -6 | -0.3 | 1 | 3 | -3.6 | -1 | 12 | 0 | 2 | -3
COc1ccc(C2C(C#N)=C(N)Nc3onc(C(C)(C)C)c32)c(OC)c1 (configuration not stated) | -1 | -2.4 | 0 | -5 | -3.1 | 4 | 16 | 4 | -6 | -2
Cc1nc(CN2CCN(Cc3nc(C(c4ccccc4)c4ccccc4)no3)CC2)cs1 | 2 | -0.4 | -1 | · | · | · | · | -1 | · | ·
FC(F)(F)c1cc(-c2ccco2)nc(NCc2cccs2)n1 | 2 | 0.1 | -5 | 5 | 3.5 | 3 | -21 | 4 | 2 | -14
Nc1ncnc2c1ncn2[C@@H]1O[C@H](CNS(=O)(=O)C2CC2)[C@@H](O)[C@H]1O | -1 | -0.5 | -3 | 0 | -3.5 | -3 | 18 | -1 | 4 | 0
COC(=O)c1sccc1NC(=O)Nc1ccccc1C | -2 | 0.0 | -5 | 5 | 0.8 | -5 | -4 | -2 | -3 | -17
O=C(CN1CCN(c2ccc(O)cc2)CC1)NC(c1ccccc1)c1ccccc1 | 5 | -1.4 | -5 | 5 | 4.7 | 1 | -34 | -2 | 5 | -14
COc1ccc(N2CCN(CC(=O)Nc3ccc(C)c(C)c3)CC2)cc1 | 0 | 1.4 | -2 | 2 | -1.5 | -3 | 8 | 3 | 3 | -5
COC(=O)C1(S(=O)(=O)c2cc(Br)cc3c2N(C(C)=O)CC3)CC1 | -9 | -0.8 | 3 | -2 | -0.9 | -8 | 4 | 5 | 0 | 6
CCN(CC)C(=O)CSc1nc2ccccc2c(=O)n1OC | 0 | -1.2 | -3 | -4 | -1.6 | 1 | 10 | · | 2 | 5
COc1ccc(OC)c(C2C(C#N)=C(N)Oc3cc(C)n(Cc4ccccn4)c(=O)c32)c1 (configuration not stated) | 4 | 0.4 | 1 | -1 | -2.8 | -3 | 12 | 2 | -1 | 4
CSCCC(C(=O)O)N1C(=O)c2ccc(C(=O)O)cc2C1=O (configuration not stated) | -3 | -2.0 | -1 | -9 | -1.1 | -3 | 6 | 2 | -1 | 15
CC(C)(C)c1ccc(NC(=O)COC(=O)c2ccc(NS(=O)(=O)c3ccc(F)c(F)c3)cc2)cc1 | -6 | -0.1 | -2 | 6 | 0.3 | 9 | -2 | 6 | 8 | 19
CC(C)CC(NC(N)=O)C(=O)Nc1cccc([N+](=O)[O-])c1 (configuration not stated) | -2 | -0.3 | 0 | -1 | -3.2 | -5 | 17 | 1 | 3 | 2
Cc1c(CCOC(=O)C23CC4(C)CC(C)(CC(C)(C4)C2)C3)sc[n+]1CC(=O)c1ccccc1 | -7 | 1.0 | -4 | 6 | 1.0 | 2 | -7 | 1 | -9 | -16
COc1cccc(NS(=O)(=O)c2cc3c4c(c2)CCC(=O)N4CCC3)c1 | 1 | -1.2 | -4 | 4 | -0.1 | -4 | 1 | 2 | 0 | -14
CN(C)c1ccc(NC(=O)CN2CCN(CC(=O)Nc3ccc(F)cc3)CC2)cc1 | 1 | -0.1 | -4 | -11 | -0.9 | -3 | 5 | 2 | -20 | 24
Clc1ccc(C(c2ccccc2)N2CCN(c3ccccn3)CC2)cc1 (configuration not stated) | -1 | 0.9 | 0 | 7 | -0.5 | -4 | 2 | -3 | -2 | -15
CCOc1ccc(C(=O)NC(C(=O)N2CCC2)C(C)C)cc1 (configuration not stated) | -5 | 0.3 | 2 | 1 | -1.5 | -13 | 10 | 2 | -3 | -7
O=C1Nc2ccc(S(=O)(=O)N(CCO)CCO)c3cccc1c23 | -2 | 0.6 | -3 | 2 | -2.4 | 2 | 12 | -1 | 0 | -5
Cc1nc(N2CCN(C(=O)c3cccs3)CC2)c2c3c(sc2n1)CCCC3 | -18 | 0.5 | 5 | 2 | 2.1 | -18 | -17 | 0 | -2 | -6
COc1ccccc1[C@@H]1C(c2cccc(C)c2)=NN(c2ccccc2)[C@H]1C(=O)N1CCOC1=O | 3 | 0.3 | 5 | 3 | 2.4 | -5 | -13 | 0 | -6 | 9
NC(=O)c1ccc(Oc2ccc(-c3nnco3)cc2)c([N+](=O)[O-])c1 | -4 | -0.4 | -2 | 2 | -1.7 | -6 | 11 | 0 | -5 | -5
O=C(O)CCCC(=O)N1CCN(C(c2ccccc2)c2ccccc2)CC1 | · | 0.5 | -1 | 1 | -0.9 | -3 | 6 | 2 | -6 | -2
Cc1ccc(F)cc1NC(=O)Cc1nn(C)c(=O)c2ccccc12 | -1 | 4.4 | 1 | 6 | -0.2 | -3 | 1 | -6 | 1 | -16
New compounds follow.
SMILES | CAL PDZ FP | LANA DNA inh | Keap1 Nrf2 FP | HTR5A ag | MOR-DOR ag | RTF Ca sens inh | MOR-DOR inv ag | V-ATPase pHluor | cardiac RTF act | HTR5A inv ctr
CCOc1ccc2c(c1)C(C)=CC(C)(C)N2 | -2 | 0.2 | -3 | 6 | -0.7 | -7 | 4 | -5 | 1 | -25
OC(CN1CCN(c2ncc(C(F)(F)F)cc2Cl)CC1)c1ccccc1 (configuration not stated) | 0 | -2.0 | 1 | 1 | 8.4 | -3 | -40 | 5 | 11 | -5
COc1ccc(NC(=O)CSc2nnc(C3CCCCC3)n2N)c(OC)c1 | -6 | -0.4 | 2 | -1 | -1.1 | -6 | 6 | 1 | 1 | 8
O=C(O)C1Nc2c(Cl)cc(Cl)c(Cl)c2C2C=CCC12 (configuration not stated) | · | 1.5 | -1 | 6 | -2.1 | 2 | 11 | 0 | -3 | -1
CC1=NN(c2ccc(C)c(C)c2)C(=O)/C1=C/c1ccc2c(c1)n(C)c(=O)n2C | 1 | -1.5 | -8 | 3 | 0.3 | 0 | -2 | -8 | 24 | 15
CCOc1cc(/C=C(/NC(C)=O)C(=O)O)cc(Cl)c1OCc1ccc(Br)cc1 | -5 | 2.5 | 3 | 2 | -0.5 | 6 | 3 | -5 | 2 | 6
COc1ccc(-c2c(-c3ccc(OCC(=O)NN)cc3O)n[nH]c2C(F)(F)F)cc1 | -3 | 1.8 | 5 | 2 | 1.2 | 4 | -7 | 0 | -7 | -8
Cc1c(Cl)ccc2sc(NC(=O)CN3C(=O)c4ccccc4C3=O)nc12 | · | -1.2 | -3 | 2 | -1.3 | -4 | 7 | 0 | 2 | -5
O=C(CSc1n[nH]c(-c2ccccc2)n1)NC(=O)NCc1ccco1 | -1 | -0.8 | -4 | -2 | -2.7 | 3 | 16 | 2 | 2 | 11
O=C(NCC1CCN(c2ccc(S(=O)(=O)N3CCOCC3)cc2)CC1)c1cccc(Cl)c1 | 0 | 1.5 | 0 | 7 | 0.1 | -3 | 0 | -2 | -1 | -18
Cc1cccc(NC(=O)CCC(=O)N/N=C/c2ccncc2)c1 | -1 | 0.4 | -3 | 2 | -3.2 | -2 | 16 | -2 | 9 | 10
CCOC(=O)CSc1nc2ccsc2c(=O)n1C1CCN(C(=O)OCC)CC1 | 2 | 2.5 | -5 | -2 | -1.9 | -8 | 10 | 14 | -1 | 15
CCOC(=O)N1CCN(C(=O)c2ccc(S(=O)(=O)Nc3ccc(C)cc3)cc2)CC1 | 1 | 1.0 | -1 | -3 | 1.7 | -6 | -8 | 4 | -1 | 11
Cc1ccc(C(=O)CSc2nnc(CNc3ccc(C)cc3C)n2Cc2ccco2)cc1 | -2 | 1.2 | -1 | 2 | 1.7 | -14 | -9 | -2 | 7 | 16
COc1ccccc1CNC(=O)c1nn(-c2ccc(C)cc2)c(=O)c2c1c1ccccc1n2C | -6 | -2.4 | -5 | -2 | -0.8 | 1 | 5 | 3 | -5 | 5
CCCCCCCC(=O)Oc1ccc(C(=O)Nc2cc(C)on2)cc1 | -4 | -3.1 | 4 | -2 | -0.5 | 3 | 2 | 0 | -1 | 9
CC/C(=N/NC(=O)CCC(=O)Nc1ccccc1OC)c1ccccc1 | 0 | 1.2 | 1 | 5 | -3.6 | 2 | 18 | -1 | -4 | -5
C/C(CC(=O)Nc1c(C)cc(C)cc1C)=N\NC(=O)OC(C)(C)C | -2 | -1.3 | -8 | 9 | -0.2 | -14 | 1 | 3 | 14 | -2
CCOc1ccc(C2C3=C(CC(C)(C)CC3=O)N(CC(=O)O)C3=C2C(=O)CC(C)(C)C3)cc1OCC | 20 | 3.8 | 2 | 2 | -3.0 | -10 | 15 | -2 | 4 | -8
COc1ccc(N2CCN(S(=O)(=O)c3cn(C)cn3)CC2)cc1 | -1 | 0.0 | -3 | 5 | -2.6 | -1 | 13 | 2 | 6 | -1
Oc1ccc(N=Nc2cccc(Cl)c2)cc1C=Nc1ccc(N2CCOCC2)cc1 | -2 | 0.2 | -5 | 8 | -1.1 | -11 | 6 | -1 | 2 | 13
CCOC(=O)c1cccc(C(=O)Oc2ccccc2)n1 | 2 | 3.5 | -5 | 0 | -1.8 | 4 | 10 | -3 | -1 | 8
COc1cc(/C=C/CNC[C@H]2O[C@@H](n3ccc(=O)[nH]c3=O)[C@H](O)[C@@H]2O)ccc1O | 3 | 2.6 | -2 | -2 | -2.9 | -14 | 14 | 2 | 6 | 8
CCOc1ccc(-c2cc(C(=O)N3CCN(c4ccccn4)CC3)c3ccccc3n2)cc1 | · | -1.1 | -4 | -5 | -1.5 | 1 | 8 | 2 | 11 | -23
CCCN(CC(=O)Nc1ccccc1OC)C(=O)CCNC(=O)c1ccccc1OC | 5 | 0.8 | -4 | 0 | -1.1 | 0 | 6 | -2 | 0 | 0

Among those listed so far, 2 contain bromine:
SMILES | CAL PDZ FP | LANA DNA inh | Keap1 Nrf2 FP | HTR5A ag | MOR-DOR ag | RTF Ca sens inh | MOR-DOR inv ag | V-ATPase pHluor | cardiac RTF act | HTR5A inv ctr
COC(=O)C1(S(=O)(=O)c2cc(Br)cc3c2N(C(C)=O)CC3)CC1 | -9 | -0.8 | 3 | -2 | -0.9 | -8 | 4 | 5 | 0 | 6
CCOc1cc(/C=C(/NC(C)=O)C(=O)O)cc(Cl)c1OCc1ccc(Br)cc1 | -5 | 2.5 | 3 | 2 | -0.5 | 6 | 3 | -5 | 2 | 6

Additional results follow:
SMILES | CAL PDZ FP | LANA DNA inh | Keap1 Nrf2 FP | HTR5A ag | MOR-DOR ag | RTF Ca sens inh | MOR-DOR inv ag | V-ATPase pHluor | cardiac RTF act | HTR5A inv ctr
CC(=O)c1cc(C(=O)N2CCc3c([nH]c4ccccc34)C2CC(C)C)[nH]n1 (configuration not stated) | 77* | 1.7 | 5 | 6 | -0.6 | -7 | 4 | 0 | -1 | -15
Cc1ccccc1-n1nnnc1SCc1cc(=O)n2ccsc2n1 | 7 | 0.0 | -1 | -1 | -2.8 | -11 | 14 | -1 | 0 | -7
CCN(C(=O)Cn1c(=O)oc2cc(S(=O)(=O)N3CCOCC3)ccc21)c1ccccc1 | -6 | 0.8 | -4 | -4 | -0.5 | -6 | 2 | -1 | 1 | 11
Cc1ccc(-c2csc(N(CCCN3CCOCC3)C(=O)c3ccco3)n2)cc1 | -5 | 1.2 | 1 | 4 | -2.6 | -4 | 15 | 0 | 6 | -11
COc1ccc(C2=NOC(Cn3nc(C(=O)NCc4ccc(C)cc4)cc3-c3ccccc3)C2)cc1 (configuration not stated) | 2 | -0.4 | -2 | -2 | -1.8 | -20 | 10 | 2 | 8 | 3
CCOC(=O)CNc1nc(Cl)nc(Nc2ccc(C)cc2)n1 | 3 | 0.5 | 1 | 14* | 3.5 | -13 | -18 | 0 | 1 | 6

High-throughput results: PubChem BioAssay, several laboratories

Rows were taken by chance; overall some 2.8% were active at least once.
